High-throughput results from PubChem.
HIV Rev-RRE inh: inhibitors of HIV-1 Rev-RRE RNA interaction; P05866; inhibition, % at 8 µM; 97,000 compounds, 0.79% hits; Rev peptide-RRE RNA binding, FRET;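 active means inhibition above the screen-wide mean plus 3 SD, cut at about 35% in these data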;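 further: 0% = median DMSO wells and 100% = median Neomycin B control wells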
Target sequence (P05866 whole entry, looked up): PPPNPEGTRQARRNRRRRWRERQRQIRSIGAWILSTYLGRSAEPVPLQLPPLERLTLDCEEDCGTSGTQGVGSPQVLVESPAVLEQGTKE
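Test system: labelled RRE RNA duplex and labelled Rev peptide. Times: 5 min compound–RNA preincubation, then 15 min with peptide, 25 °C. Doses: single-dose 8 µM. Measured by: FRET, excitation 480 nm, emission 540 nm donor and 671 nm acceptor. Measure: % inhibition of FRET ratio versus controls.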
FAK inh: inhibitors of human focal adhesion kinase | Q05397 | 97,000 compounds, 0.84% hits | AID 727 | inhibition, %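 (tested at 7 µM)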 | biochemical FAK kinase activity assay; in the data active means inhibition above about 19%;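 further: 0% = DMSO and 100% = reference compound high control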
EphB4 ephrin blk: blocks human EphB4 binding to ephrin-B2 | P54760 | EphB4 LBD / TNYL-RAW-Alexa532 peptide, fluorescence polarization | inhibition, % at 7 µM | 97,000 compounds, 0.15% hits;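 active means inhibition above the screen-wide mean inhibition plus 3 SD, cut at about 15% in these data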;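 further: 0% = DMSO wells and 100% = excess unlabeled TNYL-RAW peptide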
MT1-MMP txn act: activates MT1-MMP transcription; AID 750; HT1080 MT1-MMP promoter luciferase reporter, luminescence, overnight; stronger effect = higher value; activation factor at 10 µM; 86,000 compounds, 0.16% hits;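 active means activation factor of at least 2 for MT1-MMP transcription at 10 µM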
S1P2 agonist: agonists of human S1P2 receptor; S1P2-expressing cell line, agonist reporter read-out; activation, % at 4.5 µM; 97,000 compounds, 0.46% hits; O95136; in the data active means activation above about 16%;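 further: 0% = vehicle low control and 100% = maximal reference agonist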
PLK1 kinase inh: inhibitors of human PLK1 kinase; recombinant PLK1 kinase, TR-FRET peptide phosphorylation; inhibition, % at 10 µM; 97,000 compounds, 0.53% hits; AID 619;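 active means inhibition of 50% or more in the single-concentration screen; inactive means inhibition below 50%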;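 further: 0% = DMSO max control and 100% = H-89 dihydrochloride min control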
Target sequence (P53350 whole entry, looked up): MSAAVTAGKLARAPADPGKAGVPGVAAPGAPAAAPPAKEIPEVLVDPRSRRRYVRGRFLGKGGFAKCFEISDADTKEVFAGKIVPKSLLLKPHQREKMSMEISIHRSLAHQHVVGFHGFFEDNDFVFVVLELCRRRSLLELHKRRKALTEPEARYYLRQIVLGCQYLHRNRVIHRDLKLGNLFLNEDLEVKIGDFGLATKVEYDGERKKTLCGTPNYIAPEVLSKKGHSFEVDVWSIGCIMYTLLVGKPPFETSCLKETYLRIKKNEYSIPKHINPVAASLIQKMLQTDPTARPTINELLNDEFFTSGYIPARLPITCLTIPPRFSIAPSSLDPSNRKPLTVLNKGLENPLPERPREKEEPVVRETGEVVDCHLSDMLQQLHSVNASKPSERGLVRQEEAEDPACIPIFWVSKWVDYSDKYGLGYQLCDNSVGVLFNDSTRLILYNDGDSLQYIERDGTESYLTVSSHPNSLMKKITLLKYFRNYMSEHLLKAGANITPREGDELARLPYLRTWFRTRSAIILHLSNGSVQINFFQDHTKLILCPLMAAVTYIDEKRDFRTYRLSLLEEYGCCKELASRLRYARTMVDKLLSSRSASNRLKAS
S1P2 blocker: antagonists of human S1P2 receptor. O95136. cell-based S1P2 antagonist assay, inhibition at 5 uM. inhibition, % at 5 µM. 97,000 compounds, 0.21% hits. AID 736; in the data active means inhibition above about 45%;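 further: CRE beta-lactamase reporter cells expressing human S1P2 stimulated with S1P; 0% = agonist at EC80 alone and 100% = agonist plus reference antagonist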
PLAP activator: activators of human placental alkaline phosphatase | P05187 | purified PLAP enzyme, luminescent substrate read-out; stronger effect = higher value | activation fold at 20 µM | 96,000 compounds, 1.2% hits | AID 696; in the data active means activation fold above about 2
Plk1 PBD FP: blocks phosphopeptide binding to human Plk1 polo box domain; Plk1 PBD phosphopeptide binding, fluorescence polarization; inhibition, %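 (tested at about 20 µM)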; 97,000 compounds, 0.13% hits; AID 693; in the data active means inhibition above about 34%, passing the limit was not always enough
* marks the source's active call; other numbers are inactive results; x = not tested or not shown. Not a hit list. About 3.9% of those tested had a hit in this group.

1. Clc1ccccc1CSc1cc2c(nn1)-c1ccccc1CC2
2. CCOc1nnnc2c1sc1nc(N3CCOCC3)c3c(c12)CCCC3
3. COc1nc(NC2CCCCC2)nc(N2CCCCCC2)n1
4. CCOC(=O)C1CCN(C(=O)c2cccnc2Cl)CC1
5. CC1CN(S(=O)(=O)c2ccc(NC(=O)CCN3C(=O)c4ccccc4C3=O)cc2)CC(C)O1 (stereo unspecified)
screen / no.	1	2	3	4	5
S1P2 blocker	9	-1	-8	15	7
Plk1 PBD FP	-14	-4	-27	11	1
PLK1 kinase inh	-4	-2	-1	-3	-17
FAK inh	-3	4	0	-2	-2
MT1-MMP txn act	x	0.9	1.1	1.3	1
HIV Rev-RRE inh	9	15	3	11	3
PLAP activator	1	1.3	x	1.1	1.1
S1P2 agonist	-5	-6	-2	-7	-2
EphB4 ephrin blk	-11	4	-9	5	-3

6. O=C(NCc1ccc2c(c1)OCO2)C1CCCN(S(=O)(=O)c2cccc3nonc23)C1 (stereo unspecified)
7. Cc1ccc2c(c1)N(C(C)C(=O)NCCc1ccccc1)C(=O)CO2 (stereo unspecified)
8. CCN1CC2([N+](=O)[O-])C=CC(=O)C([N+](=O)[O-])(C1)C2CC(=O)c1ccccc1 (stereo unspecified)
9. CCOC(=O)c1c(C)[nH]c(C(=O)OCC(=O)N2CCc3ccccc32)c1C
10. COc1ccc(C2Nc3ccccc3C(=O)N2c2ccc(C)cc2)cc1Cn1cc([N+](=O)[O-])cn1 (stereo unspecified)
screen / no.	6	7	8	9	10
S1P2 blocker	-11	15	-11	9	-14
Plk1 PBD FP	-9	14	-11	-6	-15
PLK1 kinase inh	-36	-10	-10	-20	-5
FAK inh	2	-7	0	16	2
MT1-MMP txn act	x	1.2	x	1.1	x
HIV Rev-RRE inh	17	-3	3	-3	3
PLAP activator	1.1	1.2	1.1	0.8	1
S1P2 agonist	-4	-8	-4	-8	-7
EphB4 ephrin blk	1	-9	-3	1	0

11. CCN(CC)c1nc(N)nc(NS(=O)(=O)c2ccc(Cl)cc2)n1
12. COc1ccc(-c2nc(CSCC(=O)NC3CCCc4ccccc43)c(C)o2)cc1 (stereo unspecified)
13. Cc1cc(N/C=C/C(=O)c2ccc(Br)cc2)no1
14. O=S(=O)(c1ccc(Sc2nnc3ccccn23)nc1)N1CCOCC1
15. CCOCC(=O)Nc1cc(C(=O)OC)ccc1C(=O)OC
screen / no.	11	12	13	14	15
S1P2 blocker	12	8	-9	14	5
Plk1 PBD FP	5	-1	5	14	5
PLK1 kinase inh	-8	-13	-15	-7	-7
FAK inh	1	1	6	3	0
MT1-MMP txn act	1.1	1	1.7	1.1	1.1
HIV Rev-RRE inh	7	3	9	1	2
PLAP activator	1.2	1.5	x	0.9	1
S1P2 agonist	-3	-6	-3	-1	-3
EphB4 ephrin blk	0	4	0	-5	4

16. Cc1ccc(-c2nn3c(C)nnc3c3ccccc23)cc1S(=O)(=O)NCc1ccccc1
17. CCc1c(C)[nH]n(-c2ccc(Oc3ccccc3)c(S(=O)(=O)O)c2)c1=O
18. O=c1[nH]c(SCc2n[nH]c(=S)n2-c2ccccc2)nc2sc3c(c12)CCC3
19. CSc1ncccc1C(=O)OCC(=O)Nc1cc(C(F)(F)F)ccc1N1CCOCC1
20. CN(C)c1ccc(C(=O)OCC(=O)NC2CCCCC2)cc1
screen / no.	16	17	18	19	20
S1P2 blocker	-5	10	-8	-5	11
Plk1 PBD FP	-9	3	7	-13	4
PLK1 kinase inh	-11	-12	-7	-6	-3
FAK inh	0	-6	-2	-4	1
MT1-MMP txn act	x	1.2	1.3	1.1	1.3
HIV Rev-RRE inh	6	4	-4	14	1
PLAP activator	0.9	1.6	0.8	1	1
S1P2 agonist	-4	-3	-2	3	-5
EphB4 ephrin blk	3	-2	4	3	-3

21. CCOC(=O)c1ccc(NC(=O)Nc2ccn(C)n2)cc1
22. CCS(=O)(=O)N1CCCC(C(=O)NCCCN(C)Cc2ccccc2)C1 (stereo unspecified)
23. CC1CC(C)CN(c2cc(=O)n(Cc3ccc(F)cc3)c(=O)[nH]2)C1 (stereo unspecified)
24. CCC(CC)C(=O)N1CCCC(c2nc(-c3cccs3)no2)C1 (stereo unspecified)
25. CS(=O)(=O)N1CCN(C(=O)NC23CC4CC(CC(C4)C2)C3)CC1
screen / no.	21	22	23	24	25
S1P2 blocker	0	11	8	-2	-4
Plk1 PBD FP	11	7	0	-14	-16
PLK1 kinase inh	-6	2	-22	2	-7
FAK inh	1	-2	2	1	2
MT1-MMP txn act	1.2	1	x	x	1.1
HIV Rev-RRE inh	7	3	0	3	9
PLAP activator	1.1	0.9	1	1.1	1
S1P2 agonist	-3	-4	-4	0	-3
EphB4 ephrin blk	2	3	-9	2	3

26. CCN(Cc1ccccc1)C(=O)CSc1nc(C)cc2c1C(=O)OC2
27. CCCCCCOC(=O)c1ccc(NC(=O)c2cc(OC)c(OC)c(OC)c2Br)cc1
28. CS/C(=C\[N+](=O)[O-])Nc1ccc(F)cc1
29. CC(C)(C)n1cnc2cc(NS(=O)(=O)c3ccccc3)ccc21
30. CCOC(=O)CSc1nc(NC#N)nc(N(CC)CC)n1
screen / no.	26	27	28	29	30
S1P2 blocker	19	0	-4	-15	-2
Plk1 PBD FP	15	-2	23	6	-2
PLK1 kinase inh	-1	-17	-1	-8	-8
FAK inh	-3	-1	-2	0	-1
MT1-MMP txn act	1.1	x	x	1.3	1.1
HIV Rev-RRE inh	4	4	14	-5	6
PLAP activator	1	2*	1.1	0.9	x
S1P2 agonist	-1	-7	-3	-4	-5
EphB4 ephrin blk	3	4	7	0	-3

31. O=C(CN1C(=O)c2ccccc2S1(=O)=O)N1CCN(c2ccc(F)cc2)CC1
32. O=C(Cn1cc2c(n1)CCCC2)NCc1cccs1
33. O=C1CC(C(=O)Nc2ccccc2)C2(CCCCC2)O1 (stereo unspecified)
34. c1cncc(-c2nnc(C3CCCCC3)o2)c1
35. CC1CCCN(C(=O)Cn2nnc(-c3cccnc3)n2)C1 (stereo unspecified)
screen / no.	31	32	33	34	35
S1P2 blocker	1	3	-1	14	-14
Plk1 PBD FP	1	2	-1	-9	4
PLK1 kinase inh	-12	1	-12	-14	-8
FAK inh	-4	-3	0	0	-4
MT1-MMP txn act	1.1	1.1	1.2	1.1	1
HIV Rev-RRE inh	2	0	2	3	1
PLAP activator	0.9	0.9	1.1	0.8	1
S1P2 agonist	-4	-3	-2	-5	-3
EphB4 ephrin blk	-9	-2	-4	2	-11

36. Oc1ccc(C=Nc2cccc3ncccc23)c(O)c1
37. Nc1ccc(C(=O)OCc2nc3c(ccc4ccccc43)[nH]2)cc1
38. Cc1ccc(-n2nnnc2SCC(=O)Nc2cccc(NC(=O)c3ccco3)c2)cc1C
39. COc1ccc(OC)c(-n2cnnn2)c1
40. CCOC(=O)Nc1nnc(-c2cccc(OC)c2)s1
screen / no.	36	37	38	39	40
S1P2 blocker	-2	-18	-9	5	-4
Plk1 PBD FP	3	1	8	10	6
PLK1 kinase inh	-3	-4	-6	-4	-5
FAK inh	3	1	-2	1	-4
MT1-MMP txn act	1	2.5*	1.1	1.2	1.3
HIV Rev-RRE inh	6	6	1	5	0
PLAP activator	0.9	x	0.8	0.9	0.8
S1P2 agonist	-3	1	-8	0	-3
EphB4 ephrin blk	-6	6	1	-9	-1

41. Cc1ccc(SCC(=O)NC(=O)NCc2ccco2)cc1C
42. Cn1c(SCc2cccnc2)nc2cccnc21
43. Cc1ccc(C(=O)O/N=C2\CCS(=O)(=O)c3sccc32)cc1
44. Cc1ccc(S(=O)(=O)NC(=O)c2cccn2C)cc1
45. O=C(Nc1ccccc1N1CCCCC1)c1cccs1
screen / no.	41	42	43	44	45
S1P2 blocker	4	22	-8	11	-19
Plk1 PBD FP	-20	20	2	-4	-9
PLK1 kinase inh	-11	4	-4	-8	-3
FAK inh	6	0	-4	7	7
MT1-MMP txn act	x	1.3	x	1.3	1
HIV Rev-RRE inh	-1	8	-5	9	10
PLAP activator	0.8	0.8	1.1	0.8	0.8
S1P2 agonist	-4	-3	-4	-6	-4
EphB4 ephrin blk	-7	0	-4	7	-5

Retrieved by structure from above:
42. Cn1c(SCc2cccnc2)nc2cccnc21
44. Cc1ccc(S(=O)(=O)NC(=O)c2cccn2C)cc1
41. Cc1ccc(SCC(=O)NC(=O)NCc2ccco2)cc1C
45. O=C(Nc1ccccc1N1CCCCC1)c1cccs1
screen / no.	42	44	41	45
S1P2 blocker	22	11	4	-19
Plk1 PBD FP	20	-4	-20	-9
PLK1 kinase inh	4	-8	-11	-3
FAK inh	0	7	6	7
MT1-MMP txn act	1.3	1.3	x	1
HIV Rev-RRE inh	8	9	-1	10
PLAP activator	0.8	0.8	0.8	0.8
S1P2 agonist	-3	-6	-4	-4
EphB4 ephrin blk	0	7	-7	-5

(continued)
46. O=C(O)c1ccc(CN2C(=O)c3ccccc3S2(=O)=O)cc1
47. CCCOc1ccc(N2C(=O)CC(SC(=NCC)Nc3cccc(F)c3)C2=O)cc1 (stereo unspecified)
48. O=C(Nc1ccc2c(c1)OCCO2)c1ccncc1
49. O=C(CN1CCN(c2nc(-c3ccc(F)cc3)cs2)CC1)Nc1ccc2c(c1)OCO2
50. COc1cc(NC(=O)c2ccc(C)cc2)c(OC)cc1NC(=O)CN1CCCCC1
screen / no.	46	47	48	49	50
S1P2 blocker	1	-6	12	-23	-13
Plk1 PBD FP	1	1	-18	5	7
PLK1 kinase inh	-9	-6	4	-9	-9
FAK inh	-3	1	2	-7	4
MT1-MMP txn act	1.2	1.1	1.3	1	x
HIV Rev-RRE inh	1	0	-1	1	12
PLAP activator	1.2	x	1	1.5	x
S1P2 agonist	-5	-3	-4	-2	-6
EphB4 ephrin blk	11	-8	-2	-6	-5

51. O=C(NC(=S)NCC1COc2ccccc2O1)c1ccccc1 (stereo unspecified)
52. N#C/C(=C/c1cc(Br)cs1)C(=O)NCC1CCCO1 (stereo unspecified)
53. COCCNC(=O)c1cc2cc(Br)cc(OC)c2oc1=O
54. COc1ccc2c(Cl)c(C(=O)N/N=C/c3ccc4c(c3)OCO4)sc2c1
55. COc1cc(S(=O)(=O)N2CCOCC2)ccc1F
56. Cc1ccc(OCC(=O)Nc2ccc3c(c2)nc2n3CCOC2)cc1
57. CCSc1nnc(NC(=O)C2CC=CCC2C(=O)O)s1 (stereo unspecified)
58. O=C(O)CCN1/C(=C/C=Nc2ccccc2)Oc2ccccc21
screen / no.	51	52	53	54	55	56	57	58
S1P2 blocker	4	-9	-9	-17	1	-4	15	-17
Plk1 PBD FP	-14	4	-12	-20	-18	27	-6	-3
PLK1 kinase inh	-2	-8	-6	-8	-5	-5	0	-2
FAK inh	-5	-2	1	9	-4	-2	-4	0
MT1-MMP txn act	x	x	1.1	x	1.2	0.9	x	1.1
HIV Rev-RRE inh	-3	1	1	9	10	-2	9	15
PLAP activator	x	1.1	0.9	1	1	0.9	1	0.8
S1P2 agonist	-2	-8	-6	-8	-5	-6	-2	-6
EphB4 ephrin blk	1	-8	3	10	9	2	5	-8
